Mot1-301 SUMO = yeast Mot1-301 growth rescue at high temperature, primary screen, SUMOylation pathway inhibitor project, S. cerevisiae, ATP luminescence, 38.5C. S. cerevisiae Mot1-301 growth rescue; percent above DMSO median, 100 means doubled. growth rescue, % at 18.8 µM. 320,000 tested, 1% active. AID 2716, 2010;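 active means every valid replicate shows activation above 250% relative to neutral control wells; inactive means the rest, any valid replicate at or below 250%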;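 further: OY570 slx delta 5 strain wells were the positive control but not used for scaling; some compounds called inactive have numbers as strong as hits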
Tat export inh = E. coli Tat export inhibitors, primary screen, MC4100, TorA-mCherry reporter, fluorescence, single point | inhibition, % at 10 µM | 340,000 tested, 0.036% active;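 active means mean replicate inhibition at least 50% and at least half of replicates individually reaching 50%; inconclusive means only one of the two criteria met; inactive means neither criterion met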;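 further: exported cargo escapes ClpAP degradation while cytoplasmic cargo is degraded and loses fluorescence; 0% = median of neutral control wells and 100% = median of NaSCN control wells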
CDK5 p35 inh = inhibitors of human CDK5/p35 kinase, primary screen, biochemical, single concentration; Cyclin-dependent kinase 5 (Homo sapiens) + Cyclin-dependent kinase 5 activator 1 (Homo …; Recombinant CDK5/p35, ADP-Glo luminescence, 60 min; inhibition, % at 10 µM; 330,000 tested, 0.01% active;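 active means highest replicate inhibition of at least 50% and at least 75% of replicates reaching 50%; inconclusive means only one of the two criteria met; inactive means both criteria failed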;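 further: plate controls were DMSO neutral control for no effect and GW8510 at 10 µM for full effect; many of its hits are not listed in these tables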
PKA-R1A activ = activators of PKA-R1A holoenzyme, primary screen, biochemical, fluorescence polarization, Cy5-IP20, bovine R1A, mouse PKAc. cAMP-dependent protein kinase type I-alpha regulatory subunit (Bos taurus) + …. PKA-R1A dissociation; scaled: DMSO 0%, 113 µM cGMP 100%. activation, % at 11.4 µM. 340,000 tested, 0.083% active;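 active means percent activation above the mean of all tested compounds plus 3 SD, cut at about 19% in these data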;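 further: higher means more PKAc released from R1A so a rise in polarization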
HTR5A inv ag = HTR5A inverse agonists in luminescence cell assay, primary screen, counter-screen for OPRM1-OPRD1 heterodimer inverse agonist project, full-deck HTS; AID 504634, 2011; 340,000 tested, 0.083% active; 5-hydroxytryptamine receptor 5A (Homo sapiens), P47898; inhibition, % at 9.3 µM; HTR5A cell line, inverse agonism; in the data active means inhibition mostly above about 23%, no sharp cut-off; inactive means mostly below about 18%;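 further: 0% = cells with DMSO and 100% = no-cell wells with DMSO; some compounds called inactive have numbers as strong as hits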
Target sequence (P47898 whole entry, looked up): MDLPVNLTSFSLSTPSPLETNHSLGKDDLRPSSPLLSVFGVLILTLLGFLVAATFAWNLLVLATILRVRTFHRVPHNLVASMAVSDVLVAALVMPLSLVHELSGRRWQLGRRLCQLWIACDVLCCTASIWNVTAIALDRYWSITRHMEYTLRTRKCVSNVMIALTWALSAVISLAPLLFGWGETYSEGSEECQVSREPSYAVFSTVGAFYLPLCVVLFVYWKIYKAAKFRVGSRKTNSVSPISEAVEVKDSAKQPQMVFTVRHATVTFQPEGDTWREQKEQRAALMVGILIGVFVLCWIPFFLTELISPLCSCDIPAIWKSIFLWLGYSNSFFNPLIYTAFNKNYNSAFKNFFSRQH
phage Ecoli inh = growth loss of phage-infected E. coli, primary screen, RecBCD inhibitor project, absorbance, with phage, HTS. inhibition, % at 11.9 µM. AID 651602, 2012. 360,000 tested, 0.26% active; in the data active means inhibition above about 11%
PKA-R2B act = activators of PKA-R2B holoenzyme, primary screen, biochemical, fluorescence polarization, Cy5-IP20, human; AID 504700, 2011; activation, % at 11.4 µM; cAMP-dependent protein kinase catalytic subunit beta (Homo sapiens) + cAMP-dependent …; 340,000 tested, 0.079% active; PKA-R2B holoenzyme dissociation; R2B truncated from residue 108, S112A mutant; 0% DMSO only, 100% 113 µM cGMP;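 active means activation above a cutoff set at the mean over all compounds plus 3 SD, cut at about 18% in these data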;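 further: higher means more holoenzyme dissociation and a rise in polarization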
Target sequence (P31323 whole entry, looked up, other chains not shown, the tested form may be a part): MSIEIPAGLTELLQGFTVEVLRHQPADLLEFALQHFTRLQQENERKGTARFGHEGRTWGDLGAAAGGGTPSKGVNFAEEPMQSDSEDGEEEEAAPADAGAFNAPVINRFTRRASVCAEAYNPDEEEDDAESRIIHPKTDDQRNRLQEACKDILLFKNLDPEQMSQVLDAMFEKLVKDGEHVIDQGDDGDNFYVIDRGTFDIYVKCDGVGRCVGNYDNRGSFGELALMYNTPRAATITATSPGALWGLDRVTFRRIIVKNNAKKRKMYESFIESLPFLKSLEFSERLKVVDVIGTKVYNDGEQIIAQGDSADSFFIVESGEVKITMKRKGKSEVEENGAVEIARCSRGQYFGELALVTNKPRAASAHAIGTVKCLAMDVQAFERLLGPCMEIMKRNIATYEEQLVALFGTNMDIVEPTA
E coli growth = E. coli V3065 growth inhibition, primary screen, counter-screen for AddAB inhibitor project, absorbance, OD600 | 18 h | inhibition, % at 11.9 µM | 330,000 tested, 0.27% active;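 active means inhibition above the campaign's mean inhibition across all tested compounds plus 3 SD, cut at about 9.9% in these data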;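 further: uninfected addAB+ strain grown without phage in ampicillin broth; 0% = DMSO wells and 100% = ciprofloxacin 0.95 µg/ml wells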
AddAB inh = growth inhibition of E. coli expressing H. pylori AddAB, primary screen, AddAB inhibitor project, absorbance; AID 435030, 2010; 330,000 tested, 0.29% active; inhibition, % at 11.9 µM; in the data active means inhibition above about 12%;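 further: 0% = vehicle wells of infected cells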
DAGLB inh = DAGLB lipase inhibitors, primary screen, biochemical, fluorescence, HTS. Diacylglycerol lipase-beta (Homo sapiens), Q8NCG7. HEK293T DAGLB membrane lysate, EnzChek fluorogenic substrate. inhibition, % at 5.17 µM. 340,000 tested, 0.059% active. AID 504411, 2011; in the data active means inhibition above about 34%;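 further: 0% = enzyme with vehicle and 100% = wells lacking enzyme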
HTR5A ag = HTR5A agonists in luminescence cell assay, primary screen, counter-screen for OPRM1-OPRD1 heterodimer agonist project, full-deck HTS | cell-based | activation, % at 9.3 µM | 340,000 tested, 0.61% active | AID 504692, 2011; in the data active means activation mostly above about 9.5%, no sharp cut-off; inactive means mostly below about 7.6%;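 further: 0% = cells with vehicle only and 100% = reference agonist; strong numbers were not always called active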
An asterisk follows results filed as active; ? = inconclusive; . = no result given.

smiles,Tat export inh,E coli growth,DAGLB inh,HTR5A ag,CDK5 p35 inh,phage Ecoli inh,AddAB inh,PKA-R1A activ,PKA-R2B act,HTR5A inv ag,Mot1-301 SUMO
Cc1ccc(S(=O)(=O)N2C/C=C\CN(S(=O)(=O)c3ccccc3Br)CC2)cc1,-1,-0.7,-5,1,-4.8,4.2,1.7,-7,-2,-5,.
OCCC1CN(Cc2cccc(F)c2F)CCN1CCc1ccccc1 (stereo unspecified),1,-0.3,-3,-6,0.7,4.1,3.2,1,0,-7,-21
CC[C@@]1(C(=O)OC)N[C@H](CN(C)C(=O)COC)[C@@H]2C(=O)N(Cc3ccccc3)C(=O)[C@@H]21,-3,-0.9,-1,0,-0.4,2.5,1.9,4,6,-1,.
COc1ccc(N2CS(=O)(=O)/C(=C/N(C)C)C2=O)cc1,-12,0.6,2,2,-0.4,4.6,0.8,-2,0,20,.
COc1ccc(S(=O)(=O)N2CCN(CC(=O)N3CCc4ccccc4C3)CC2)cc1OC,7,-3.4,2,2,0.0,-0.8,-1.3,4,0,9,1
C=Cc1ccc(N=Cc2c(O)ccc3ccccc23)cc1,6,1.4,-1,3,-0.9,2.1,-0.8,-9,2,-10,85
CCc1noc(C)c1C(=O)N1CCN(S(=O)(=O)c2ccc(C)cc2)CC1,-7,-0.2,-2,-4,1.6,2.6,2.9,8,1,10,-6
CN1C=CC2=C(C#N)C(N)C(C#N)(C#N)[C@H](c3ccccc3)[C@H]2C1 (stereo partly specified),-17,0.5,-1,-3,1.1,3.0,0.1,5,-2,8,-16
Cc1cc(-c2ccccc2)nc(N/N=C/c2ccc(O)cc2O)n1,3,3.7,3,-4,1.6,1.8,1.9,-5,-7,13,-11
COc1cccc(CN2CC(C(=O)NCc3cccc(Cl)c3)CCC2=O)c1 (stereo unspecified),1,.,-3,-1,0.3,3.1,.,-16,-6,-5,.
CCn1c(-c2ccccc2Cl)nn(CC(=O)Nc2ccccc2OC)c1=S,-3,2.2,-4,2,-0.7,0.6,3.1,6,7,-3,-4
CCCCC1=CC2=C(c3ccco3)C(=O)C(C)(OC(=O)c3ccc(OC)cc3)C(=O)C2=CN1CCN1CCOCC1 (stereo unspecified),-7,-0.3,1,2,-0.3,.,2.4,6,11,-25,289
CN(Cc1ccccc1)C(=O)c1ccc(NC(=O)c2ccccc2)cc1,8,4.5,-2,-6,0.0,-0.6,1.9,3,10,13,-8
O=c1cc(O)c2ccccc2[nH]1,-7,-2.9,-3,-2,2.1,1.1,2.3,-6,-1,7,9
O=C(COc1c(Br)cc(Br)c2cccnc12)N1CCc2ccccc2C1,3,-8.6,-6,1,-0.3,.,-3.4,2,-7,-11,-9
COCCCNC(=O)/C(C#N)=C/c1ccc(F)cc1,-1,-0.4,1,0,0.4,4.3,1.0,-10,-8,12,-13
COc1cccc(CC(=NO)c2cccc(OC)c2)c1,5,.,-3,-3,3.5,1.5,.,-2,1,12,.
CC1=C(C(=O)OCC2CCCO2)C(c2cccc(O)c2)NC(=O)N1 (stereo unspecified),-6,0.9,2,3,3.0,0.0,0.8,0,-4,-7,-9
CCN(CC)CCn1c(=S)[nH]c2ccc(Br)cc2c1=O,6,-2.2,-2,3,0.3,-0.9,2.1,-6,3,-8,105
COC(=O)CCC(=O)NNC(=O)c1ccc(Br)cc1,10,-0.9,-4,-1,0.0,-1.6,1.7,-4,-6,-22,-41
CCOC(=O)C1=C(O)C(=O)N(c2ccc(S(N)(=O)=O)cc2)C1c1ccc([N+](=O)[O-])cc1 (stereo unspecified),-2,0.8,0,-2,-1.4,0.5,1.4,-2,-13,7,-17
O=C(CCCOc1ccccc1)NNC(=O)c1ccncc1,-4,-2.7,-1,-1,-0.3,2.1,-4.1,3,5,2,7
O=C(CN1C(=O)c2ccccc2S1(=O)=O)c1ccccc1F,-11,-0.8,3,5,0.2,0.8,2.4,-1,-2,-2,-8
COC(=O)COc1cccc(NC(=O)c2cccs2)c1,-6,-0.2,0,1,-0.2,4.0,1.2,1,3,-18,-5
Cc1cc(N2CCN(S(=O)(=O)c3ccccc3)CC2)c2ccccc2n1,7,2.2,1,3,-0.1,0.2,-0.3,3,1,-7,1
COc1ccc(O)c(CN2CCN(CCCc3ccccc3)C(CCO)C2)c1 (stereo unspecified),1,-1.1,-1,2,0.6,1.4,-2.3,3,-2,-7,1
CC(Oc1nc2c(c(=O)n(C)c(=O)n2C)n1C)C1CCCCC1 (stereo unspecified),11,.,0,4,-2.2,2.7,.,-6,-11,-16,.
O=C(COc1ccccc1Cc1ccccc1)Nc1cccc(S(=O)(=O)N2CCOCC2)c1,10,-3.0,-4,-2,0.5,1.2,-1.8,-8,-6,5,31
CCC(C)(C)n1nnnc1C(c1ccc(O)c(OC)c1)N1CCc2ccccc2C1 (stereo unspecified),2,-0.2,-1,6,1.6,4.8,1.2,6,0,-22,-10
CCC(=O)N/C(=N/c1nc(C)cc(C)n1)Nc1cccc(OC)c1,0,0.6,-4,9,-1.8,3.0,-1.5,-6,-7,5,-17
CC1(C)CN(c2ccccc2)N(Cc2ccc(F)cc2)C1=O,-4,-0.8,-4,-1,0.0,0.8,0.1,7,-7,2,-18
CCOc1ccccc1NC(=O)Nc1ccc(CC#N)cc1,0,-2.3,-1,3,1.7,3.2,1.4,-15,6,3,317
CCCN(CC(=O)Nc1ccccc1OC)C(=O)c1ccncc1,-12,-1.3,-2,-3,0.8,0.8,2.1,-9,2,8,-19
COc1cc(/C=C2\N=C(c3c(-c4ccccc4)noc3C)OC2=O)ccc1OC(C)=O,1,0.6,0,-1,1.4,2.0,3.2,-3,-5,-13,-12
O=[N+]([O-])c1cc(S(=O)(=O)N2CCOCC2)ccc1OCc1ccccc1C(F)(F)F,0,.,0,-10,0.7,-0.8,.,12,-7,0,.
CCCn1c(=O)c(C(=O)NCCc2ccc(OC)c(OC)c2)c(O)c2ccccc21,5,.,-12,3,1.6,2.7,.,2,-5,-10,-3
CCC1=C(c2ccc(C)cc2)S(=O)(=O)N=C1N1CCC(C(=O)NCCCN2CCCCC2C)CC1 (stereo unspecified),?,-0.1,-1,7,-0.2,-1.1,3.7,-5,-11,-28,-7
COC(=O)c1ccccc1CCC(C)=O,-11,0.5,0,-4,0.8,4.5,-1.8,-13,-1,11,16
COc1ccc(Cl)cc1NC(=O)CSc1nnc(CNC(=O)c2ccco2)o1,10,-0.3,-1,6,0.1,6.2,-0.5,3,0,-15,-8
O=C(CCc1ccc(O)c(O)c1)NNC(=S)NCCc1ccccc1,3,0.3,2,-2,0.6,4.4,6.0,-8,-18,14,-15
CC1=CC(=O)N(c2ccc(C)cc2)C1c1ccc(Cl)cc1 (stereo unspecified),3,-1.4,-1,3,-0.4,5.0,0.7,1,-3,-9,-30
O=C(CCn1ccc2cc(S(=O)(=O)N3CCCC3)ccc21)NCc1ccccc1F,7,1.9,0,1,1.3,1.0,-1.1,-10,-2,-4,-5
CCC(C(=O)NC1CCCC1)N(C(=O)Cn1nnc(-c2ccc(OC)c(OC)c2)n1)C1CCCCC1 (stereo unspecified),6,1.3,4,6,1.5,1.8,0.8,6,-2,5,79
COc1ccc(NC(=O)c2noc(C(C)C)c2[N+](=O)[O-])cc1,-2,-0.2,-1,0,-1.0,2.7,4.8,5,10,0,10
Cc1cc(NC(=O)Nc2cccc(Cl)c2)n(C(C)(C)C)n1,-3,-0.1,2,-2,-0.2,1.7,5.5,-5,0,5,103
Cc1nc(SCC(=O)Nn2c(-c3ccccc3)nc3ccccc3c2=O)n[nH]1,2,-0.2,-1,-1,0.6,2.5,2.6,-7,-13,17,52
COc1ccccc1NC(=O)CSC1=NC(=O)C(NC(C)=O)C(=O)N1 (stereo unspecified),-7,-0.2,1,-6,0.4,-0.4,-0.3,1,7,15,-1
COc1ccc(-c2cc(C(F)(F)F)n3ncc(C(=O)NCc4ccco4)c3n2)cc1,-3,0.6,-4,8,0.4,3.0,3.5,3,-2,10,-4
COC(=O)c1ccc(OC(=O)C2CSC3(C)CCC(=O)N23)cc1 (stereo unspecified),2,2.0,-1,0,0.1,0.4,1.9,-5,-9,1,-8
COc1ccc(NC(=O)N(C)C[C@@H]2Oc3ccc(NC(=O)NC(C)C)cc3CC(=O)N([C@H](C)CO)C[C@@H]2C)cc1,8,3.2,5,1,-0.6,2.3,4.8,10,1,-17,-14
CCCCNc1nc(=S)n(-c2ccccc2)c(C)c1C(C)=O,-2,-2.9,1,-1,-3.9,1.2,0.2,-14,-5,4,8
O=C(NC1(C(F)(F)F)NC(=O)N(Cc2ccco2)C1=O)c1cccs1 (stereo unspecified),-4,0.2,1,0,-0.5,3.8,0.1,-8,-9,-15,-8

Compound activity deposited in PubChem by several laboratories.
